# Cardio protect – cardioprotection against H2O2-induced cell death, primary screen, uHTS, H9c2 cells, ATPLite luminescence | H9c2 cardiomyocytes, H2O2 injury protection, 2 h | protection from H2O2 cell death, % at 20 µM | 0.63% of 360,000 active | AID 588492, 2011;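 active means compounds giving at least 50% protection of heart cells from peroxide-induced death in the single-dose screen, raw or plate-pattern-corrected value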;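 further: 0% = DMSO wells with peroxide and 100% = DMSO wells without peroxide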
# MC4R antag cAMP – MC4R antagonists of cAMP signaling, primary screen, cell-based, TR-FRET, antagonist arm of biased-ligand search. 0.48% of 360,000 active. Melanocortin receptor 4 (Homo sapiens), P32245. MC4R-expressing cells, MTII-stimulated cAMP, LANCE TR-FRET. inhibition, % at 6.5 µM;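 active means inhibition above its plate's cutoff, the mean of tested wells on that plate plus 3 SD, cut at about 29% in these data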;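 further: 0% = Melanotan II alone and 100% = Melanotan II plus saturating MCL0020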
#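 System – human MC4R-expressing U2OS cells · Also added – Melanotan II · Dosing – one concentration, 6.5 µM nominal · Timing – 30-min compound, 1-h challenge, 1-h detection, room temperature · Measured by – Eu-cAMP/anti-cAMP TR-FRET, emission 671 nm · Replicates – singlicate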
# Exocytosis inh – LAMP-1 surface exposure blockers, TALL-104 cells – cell-based, flow cytometry, MLPCN library, primary screen. TALL-104 LAMP-1 surface exposure; cells stimulated with thapsigargin and PMA. inhibition, % at 10 µM. 0.66% of 360,000 active. AID 651702, 2012;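 active means inhibition above about 55%, limit read from the data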
# CaV13 ICDI inh – Primary screen for inhibitors of IQ motif and Ca2+-dependent inactivation inhibitor domain binding in CACNA1D, Förster resonance energy transfer in living cells, …; HEK cells, CFP/YFP FRET ICDI-IQ, plate reader, 10 min; percent FRET-ratio fall versus neutral wells; inhibition, % at 12.3 µM; 0.098% of 340,000 active; AID 743397;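 active means mean replicate inhibition of at least 30% and at least 1% of replicates passing that level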;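 further: 0% = median of the neutral control wells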
# HTR2A ag – mouse Htr2a agonists via beta-arrestin recruitment, primary screen, cell-based, luminescence. 5-hydroxytryptamine receptor 2A (Mus musculus), P35363. CHO-K1 mHTR2A beta-arrestin complementation; percent of 30 µM serotonin response. activation, % at 7.6 µM. 0.66% of 360,000 active;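 active means activation above a run cutoff, the mean activation of all tested compounds plus 3 SD, cut at about 14% in these data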;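 further: 0% = plate median of compound wells and 100% = 30 µM serotonin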
# Target sequence (P35363 whole entry, looked up): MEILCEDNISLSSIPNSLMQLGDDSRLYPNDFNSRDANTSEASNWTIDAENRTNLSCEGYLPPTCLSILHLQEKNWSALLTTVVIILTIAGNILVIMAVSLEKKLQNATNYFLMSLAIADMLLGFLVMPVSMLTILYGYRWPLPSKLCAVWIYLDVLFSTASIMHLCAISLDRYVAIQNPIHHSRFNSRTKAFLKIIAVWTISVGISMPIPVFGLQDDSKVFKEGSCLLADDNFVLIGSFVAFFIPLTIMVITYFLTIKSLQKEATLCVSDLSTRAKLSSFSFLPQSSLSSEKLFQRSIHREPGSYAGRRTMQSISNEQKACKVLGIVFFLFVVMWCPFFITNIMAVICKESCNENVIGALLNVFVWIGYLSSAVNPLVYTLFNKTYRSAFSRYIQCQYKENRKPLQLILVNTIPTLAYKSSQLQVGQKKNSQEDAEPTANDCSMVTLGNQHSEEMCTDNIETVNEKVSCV
# ABCB6 inh 2 – ABCB6 transporter inhibitors, primary screen, K562-ABCB6 cells, flow cytometry, MLPCN library; 0.19% of 360,000 active; ATP-binding cassette sub-family B member 6 (Homo sapiens), Q9NP58; fluorescence ratio to DMSO, % at 10 µM; K562-ABCB6 porphyrin accumulation, 1 h; stronger effect = lower value; AID 602162, 2011;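 active means fluorescence ratio to DMSO below 75%, the collection mean minus 3 SD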;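 further: signal is porphyrin accumulated inside mitochondria; 100% equals median channel fluorescence of DMSO control wells; lower ratio means ABCB6 inhibition with less porphyrin fluorescence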
# Glyco luc inh – increase of ERlucT glycosylation luciferase signal, primary screen, N-linked glycosylation inhibitor project, D54 ERlucT cells, luminescence, set 2 | D54 ERlucT glycosylation luciferase reporter, 24 h; percent of 100 nM tunicamycin response | reporter increase, % at 12.5 µM | 0.23% of 360,000 active | AID 588692, 2011;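 active means mean luciferase reporter signal, scaled so untreated is 0 and the glycosylation-blocking control 100, at or above a set limit in every replicate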;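 further: luciferase carries N-glycosylation sites so blocking glycosylation raises the light; 0% = median of neutral control wells and 100% = median of 100 nM tunicamycin wells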
# MC4R ag barr – MC4R agonists recruiting beta-arrestin, primary screen, cell-based, luminescence, agonist arm of biased-ligand search; Melanocortin receptor 4 (Homo sapiens), P32245; U2OS MC4R beta-arrestin complementation; percent of melanotan II response, DMSO zero; activation, % at 8.9 µM; 0.98% of 360,000 active; AID 540308, 2011;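 active means activation above a per-plate cutoff, the mean activation of sample wells on that plate plus 3 SD, cut at about 8% in these data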
# ABHD5-PLIN5 inh – ABHD5-PLIN5 interaction inhibitors, primary screen, cell lysate, split luciferase complementation, luminescence; Perilipin-5 (Homo sapiens) + 1-acylglycerol-3-phosphate O-acyltransferase ABHD5 (Homo …; Split G. princeps luciferase complementation, 4 h; inhibition, % at 4 µM; 0.78% of 360,000 active;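 active means inhibition above the mean inhibition across every tested compound plus 3 SD, cut at about 22% in these data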;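 further: 0% = DMSO only wells and the 100% control is not disclosed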
# PDI turbidity – inhibitors of human PDI, primary screen, biochemical, turbidity, single point, plate reader; Protein disulfide-isomerase (Homo sapiens), P07237; PDI insulin aggregation turbidity, A650, 90 min; inhibition, % at 10 µM; 0.052% of 350,000 active; AID 588391, 2011;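 active means mean inhibition across replicates of 30% or more, whatever share of single replicates reach that level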;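 further: absorbance from insulin aggregation driven by PDI reduction with DTT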
# Target sequence (P07237 whole entry, looked up): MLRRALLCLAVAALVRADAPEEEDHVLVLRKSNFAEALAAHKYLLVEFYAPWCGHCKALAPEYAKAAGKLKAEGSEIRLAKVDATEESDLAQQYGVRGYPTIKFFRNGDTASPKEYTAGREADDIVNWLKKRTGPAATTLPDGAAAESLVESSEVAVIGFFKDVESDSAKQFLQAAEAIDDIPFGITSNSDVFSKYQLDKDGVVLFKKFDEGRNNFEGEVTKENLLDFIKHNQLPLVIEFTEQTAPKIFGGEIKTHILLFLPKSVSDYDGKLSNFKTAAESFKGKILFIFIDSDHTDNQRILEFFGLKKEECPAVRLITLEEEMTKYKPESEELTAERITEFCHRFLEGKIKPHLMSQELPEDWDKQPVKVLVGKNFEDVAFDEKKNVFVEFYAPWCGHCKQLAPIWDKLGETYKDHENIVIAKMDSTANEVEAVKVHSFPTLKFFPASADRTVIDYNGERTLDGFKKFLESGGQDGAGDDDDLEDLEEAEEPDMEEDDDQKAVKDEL
# Starred values were filed as active, the others as inactive; nt = no result given.
SMILES,Cardio protect,MC4R antag cAMP,Exocytosis inh,CaV13 ICDI inh,HTR2A ag,ABCB6 inh 2,Glyco luc inh,MC4R ag barr,ABHD5-PLIN5 inh,PDI turbidity
O=C(c1ccc(S(=O)(=O)Cc2ccccc2Cl)c([N+](=O)[O-])c1)N1CCOCC1,1,6,0,-7,6,95,-8,-3.1,2,3
Cc1ccc(NC(=O)CN2C(=O)c3ccccc3S2(=O)=O)c(C)c1,4,19,-1,-4,18*,104,-5,-0.8,10,7
COc1ccccc1NS(=O)(=O)c1ccc(C)c(C(=O)Nc2ccc(S(=O)(=O)Nc3onc(C)c3C)cc2)c1,2,12,-7,-2,6,100,0,0.7,-8,-3
Nc1ccc2nc(CCc3ccccc3)[nH]c2c1,-10,7,25,-4,8,106,2,2.4,5,-6
CN(C)c1cc(NC(=O)CNC(C)(C)CC(C)(C)C)c2ccccc2n1,-9,9,4,-5,0,100,-5,4.0,-4,2
CC(=O)Nc1cccc(-c2ccnc3c2CC(C(=O)NCc2ccc(F)c(F)c2)O3)c1 (centres undefined),4,-13,6,-5,-1,92,19,-0.8,3,-3
Cc1cc(C)cc(N(CC(=O)Nc2ccccc2)C2=NC3CS(=O)(=O)CC3S2)c1 (centres undefined),8,7,0,-6,-1,101,1,0.8,12,nt
CC1=CC[C@@]23CCCN2C(=O)CCC[C@H]3C1,10,-5,3,-6,-1,99,-1,-2.3,-3,5
CCN1C[C@@H]2[C@@H]3C(=O)N(C)C(=O)[C@@H]3[C@](CC)(C1=O)N2C(=O)c1ccc(C(C)(C)C)cc1,4,0,0,-11,-15,103,0,-2.6,1,-7
Cc1ccnc(NC(=O)c2ccc(Cl)c(NC(=O)c3ccccc3C)c2)c1,-1,-3,10,nt,-1,97,-4,-0.8,-5,1
CCN(CCNS(=O)(=O)c1ccc2[nH]c(=O)sc2c1)c1ccccc1,-8,16,-5,-7,-3,98,-1,0.8,-7,nt
O=C(CCc1nc2ccccc2c(=O)[nH]1)NNC(=O)c1cccc(Cl)c1,70*,6,-5,-9,-5,96,0,-2.0,-9,8
COc1ccc(NC(=O)CCNS(=O)(=O)c2ccc3c(c2)c(=O)n(C)c(=O)n3C)cc1OC,1,2,-1,-5,3,96,1,-1.9,-2,-1
CCOc1ccc(/C(O)=C2/C(=O)C(=O)N(c3ncccn3)C2c2ccc(Cl)cc2)cc1 (centres undefined),9,18,-5,-5,-4,98,1,-0.8,0,1
Cn1c(Cn2cnc3ccccc32)nc2ccccc21,-1,-6,-2,nt,-2,93,-3,1.0,7,4
Cc1nnc(SCc2cnc(-c3ccccc3)o2)[nH]c1=O,7,2,-1,-6,1,96,1,-0.2,0,7
CSc1ccc(C(=O)C2CCCN(C(=O)c3nn(C)c(=O)c4ccccc34)C2)cc1 (centres undefined),-10,12,-1,-4,6,98,-1,-0.8,3,-4
Cc1ccc(N2CN(Cc3ccco3)CNC2=S)c(C)c1,-5,6,0,-5,-2,96,-1,-0.3,0,17
Cc1ccc(-c2nnn(CC(=O)N3CCN(c4ccccc4)CC3)n2)o1,-5,2,-4,-9,5,98,1,-0.4,3,9
COc1ccc(C2C(C#N)=C(N)Oc3cc(C)[nH]c(=O)c32)cc1OC (centres undefined),5,-7,3,1,1,103,1,-1.0,-1,0
CCn1cc(C(=O)NCCCOC(C)C)c(=O)c2cc(S(=O)(=O)N3CCC(C)CC3)ccc21,-1,6,2,-3,-4,103,0,-3.0,-8,-3
CCOC(=O)C1=C(C)Nc2nc3ccccc3n2C1c1ccccc1 (centres undefined),5,-3,-1,nt,5,95,0,1.9,3,7
CCn1c(SCC(=O)NCc2ccco2)nnc1-c1cccs1,13,11,0,-9,-6,97,1,-1.6,13,-6
Nc1nc(C23CC4CC(CC(C4)C2)C3)[nH]c(=O)n1,2,4,1,-19,-3,96,2,-1.5,4,-5
CCCCCCNS(=O)(=O)c1ccc(NC(=O)C2CCCO2)cc1 (centres undefined),-11,6,1,-2,-3,104,-5,1.2,-10,6
Cc1ccccc1C(=O)O/N=C(\N)c1ccccc1,-18,-6,-11,-3,5,97,-19,-2.4,-6,3
COc1ccccc1NC(=O)N(C)C[C@@H]1OCc2cnnn2CCCC(=O)N([C@@H](C)CO)C[C@@H]1C,11,18,3,-6,0,97,1,0.7,-11,3
C=C(C)CNC(=O)CCc1nnc(Cc2cccc(C(F)(F)F)c2)o1,-1,16,-3,-3,3,97,2,-3.7,-1,-8
O=C(CCN1C(=O)c2cccc3cccc(c23)C1=O)NC1CCS(=O)(=O)C1 (centres undefined),8,12,9,-2,5,92,2,-1.9,-2,5
CN(C)C(=O)c1ccc(COc2ccccc2Br)o1,-4,4,0,-6,-5,113,1,1.1,-1,-4

# Exported with bars between the fields: two of the compounds above
SMILES | Cardio protect | MC4R antag cAMP | Exocytosis inh | CaV13 ICDI inh | HTR2A ag | ABCB6 inh 2 | Glyco luc inh | MC4R ag barr | ABHD5-PLIN5 inh | PDI turbidity
CCCCCCNS(=O)(=O)c1ccc(NC(=O)C2CCCO2)cc1 (centres undefined) | -11 | 6 | 1 | -2 | -3 | 104 | -5 | 1.2 | -10 | 6
CCn1c(SCC(=O)NCc2ccco2)nnc1-c1cccs1 | 13 | 11 | 0 | -9 | -6 | 97 | 1 | -1.6 | 13 | -6

# Further structures
SMILES,Cardio protect,MC4R antag cAMP,Exocytosis inh,CaV13 ICDI inh,HTR2A ag,ABCB6 inh 2,Glyco luc inh,MC4R ag barr,ABHD5-PLIN5 inh,PDI turbidity
CS(=O)(=O)N1CCC(C(=O)Nc2ccc(OCc3ccccc3)cc2)CC1,0,14,-3,nt,2,94,0,0.7,2,5
COC(=O)c1ccc(OC)c(-c2c(OC)cc(OC)cc2OC)c1,2,11,2,-5,2,101,2,3.4,-5,6
O=C(Nc1nnc(-c2ccccn2)o1)c1cccc(Cl)c1,15,-2,2,-4,-1,104,2,-0.2,-3,-5
Cc1ccc2nc(SCc3ccc([N+](=O)[O-])cc3)nc(C)c2c1,-10,-21,2,-7,-2,87,-3,5.2,-4,0
O=C(Nc1ccncc1)C1CCN(S(=O)(=O)c2ccccc2C(F)(F)F)CC1,-5,3,1,-4,0,98,-3,-0.9,2,6
Cc1cccc(C)c1NC(=O)CN1CCN(C(=O)c2cc(C3CC3)nn2-c2ccccc2)CC1,0,9,-3,-10,-1,97,0,-0.2,-1,15
COc1ccc(S(=O)(=O)Nc2nc3n(n2)C(c2ccc(Cl)cc2)CC(=O)N3)cc1 (centres undefined),-6,1,-2,nt,3,100,0,3.7,15,9
Cc1ccc(SC(C)C(=O)Nc2ccc(S(=O)(=O)N3CCOCC3)cc2)cc1 (centres undefined),0,0,-6,-4,-8,99,-3,-2.7,-5,-7
O=S(=O)(NCC1CCCO1)c1cnc(Cl)c(Br)c1 (centres undefined),1,29*,1,-5,4,92,1,-2.6,1,3
C=CCN=C(NC#N)SCCc1ccccc1,7,3,2,-7,-3,101,0,-1.9,-1,-2
Oc1ccccc1/C=N/Nc1nn[nH]n1,-9,0,-2,-3,-1,100,1,0.4,-2,0
COc1ccc(C(=O)NC2=NCCS2)cc1,-8,2,26,-4,-1,74*,-4,-2.2,-2,-35
Cc1ccc(-c2cc(C(F)F)nc(NCC3CCCO3)n2)cc1 (centres undefined),-4,3,-1,-9,-3,98,3,-0.3,-2,-4
CN(C(=O)COC(=O)c1cc2ccccc2cc1O)c1ccccc1,-5,-3,8,-3,-6,94,-1,-1.2,-5,-4
Cc1ccc(C(=O)CC(=O)c2ccccc2)cc1,20,6,3,-2,-3,104,-1,3.1,-5,4
CC(=O)c1ccc(OCC(=O)Nc2ccc(N3CCCCC3)cc2)cc1,-3,-5,-2,-4,2,99,0,-2.2,10,9
CCOC(=O)N1CCN(c2cc(=O)n(-c3cccc(Br)c3)c(=O)[nH]2)CC1,8,-2,2,-7,-3,97,-1,-1.6,6,6
CC(C)C(=O)NC(=S)Nc1ccc(S(=O)(=O)N2CCCC2)cc1,-1,6,-2,-2,-1,101,-2,-1.4,-3,1
Cc1nc(SCC(=O)N(CC(C)C)C2CCS(=O)(=O)C2)c2c(C)c(C)sc2n1 (centres undefined),-2,7,0,-3,2,101,-2,-2.0,-4,15
Cc1ccc(CC2CC(=O)N(CC(=O)O)C2=O)cc1 (centres undefined),-2,-1,-2,-5,9,103,2,0.5,-11,-7
Cc1cccc(C(=O)O/N=C(\N)Cc2ccc([N+](=O)[O-])cc2)c1,-20,7,1,-5,4,105,6,0.6,-9,1
CN(C)CC(=O)Nc1cc(C(F)(F)F)ccc1Cl,3,10,2,nt,-6,nt,1,0.6,3,6
NC(=O)c1ncn([C@@H]2O[C@H](CO)[C@@H](O)[C@H]2O)c1O,1,8,-2,-5,-1,103,2,-0.5,-6,-1
CCC(C(=O)N1CCC(C(N)=O)CC1)n1nc(C)n2c(cc3occc32)c1=O (centres undefined),0,7,-4,-5,-5,105,0,-2.0,4,1
O=C(Nc1ccccc1)OCCNC(=O)c1ccccc1,6,2,8,-2,-11,102,0,-1.3,-2,2
CCN(CC)C(=S)SCC(=O)Nc1ncc2c(n1)CCCC2=O,5,0,4,9,4,95,0,0.5,0,-4
O=C(c1ccc2c(c1)OCO2)N1CCC2(CC1)Oc1ccc(F)cc1C(=O)C21CC(c2ccc(Cl)cc2)=NO1 (centres undefined),0,12,-5,-11,1,99,-3,-1.8,6,-2
O=C(NC(=S)Nc1ccccc1N1CCOCC1)c1ccc(Br)cc1,1,6,-7,-6,-1,103,nt,-2.0,-6,0
COc1ccccc1C(=O)C1CCCN(C(=O)c2cccc(Cn3cccn3)c2)C1 (centres undefined),1,0,-7,-2,-2,102,-3,-0.1,1,-7
CCOc1ccc(NC(=O)c2nsc(Cl)c2Cl)cc1,-25,0,1,-4,2,102,-5,-2.6,-7,7
CC(=O)c1cccc(NC(=O)c2ccccc2-c2ccccc2C(=O)O)c1,0,22,1,-5,-3,102,-1,0.1,-5,-1
CN(CCc1ccccc1)C(=O)c1cccc(NC(=O)Cc2cccc(NC(=O)C3CCCN(C(=O)CCc4ccccc4)C3)c2)c1 (centres undefined),-16,2,3,-9,-7,100,-2,-1.4,-5,-6
CCOc1ccc(OCCC(=O)NNC(=O)c2nn(C)c(=O)c3ccccc23)cc1,3,-1,22,nt,-7,87,3,-3.7,0,-5
Cc1cccc(NS(=O)(=O)c2ccc(C)c(C(=O)NCC(c3ccco3)N3CCCCC3)c2)c1 (centres undefined),0,1,9,-5,-1,99,-4,-1.4,-4,2

# Compound activity from PubChem.
